Assay outcomes deposited in PubChem by National Center for Advancing Translational Sciences (NCATS).
KDM5B inh = KDM5B demethylase inhibition; Q9UGL1; KDM5B demethylase, FDH-coupled NADH fluorescence (FDH is formaldehyde dehydrogenase); Potency, µM (highest dose often 57.7 µM), for the others: at the highest dose activity change, negative = inhibition, most hits filed as inhibitors; hit rate 2.6% among 220,000; active means well fitted inhibition curve with a large enough effect; inconclusive means small, poorly fitted or top-dose-only effect; inactive means no such curve, though single readings can be large or run the other way; further: 0% is about no effect; nearly all actives have a fitted effect of over 70% in size
Target sequence (Q9UGL1 whole entry, looked up): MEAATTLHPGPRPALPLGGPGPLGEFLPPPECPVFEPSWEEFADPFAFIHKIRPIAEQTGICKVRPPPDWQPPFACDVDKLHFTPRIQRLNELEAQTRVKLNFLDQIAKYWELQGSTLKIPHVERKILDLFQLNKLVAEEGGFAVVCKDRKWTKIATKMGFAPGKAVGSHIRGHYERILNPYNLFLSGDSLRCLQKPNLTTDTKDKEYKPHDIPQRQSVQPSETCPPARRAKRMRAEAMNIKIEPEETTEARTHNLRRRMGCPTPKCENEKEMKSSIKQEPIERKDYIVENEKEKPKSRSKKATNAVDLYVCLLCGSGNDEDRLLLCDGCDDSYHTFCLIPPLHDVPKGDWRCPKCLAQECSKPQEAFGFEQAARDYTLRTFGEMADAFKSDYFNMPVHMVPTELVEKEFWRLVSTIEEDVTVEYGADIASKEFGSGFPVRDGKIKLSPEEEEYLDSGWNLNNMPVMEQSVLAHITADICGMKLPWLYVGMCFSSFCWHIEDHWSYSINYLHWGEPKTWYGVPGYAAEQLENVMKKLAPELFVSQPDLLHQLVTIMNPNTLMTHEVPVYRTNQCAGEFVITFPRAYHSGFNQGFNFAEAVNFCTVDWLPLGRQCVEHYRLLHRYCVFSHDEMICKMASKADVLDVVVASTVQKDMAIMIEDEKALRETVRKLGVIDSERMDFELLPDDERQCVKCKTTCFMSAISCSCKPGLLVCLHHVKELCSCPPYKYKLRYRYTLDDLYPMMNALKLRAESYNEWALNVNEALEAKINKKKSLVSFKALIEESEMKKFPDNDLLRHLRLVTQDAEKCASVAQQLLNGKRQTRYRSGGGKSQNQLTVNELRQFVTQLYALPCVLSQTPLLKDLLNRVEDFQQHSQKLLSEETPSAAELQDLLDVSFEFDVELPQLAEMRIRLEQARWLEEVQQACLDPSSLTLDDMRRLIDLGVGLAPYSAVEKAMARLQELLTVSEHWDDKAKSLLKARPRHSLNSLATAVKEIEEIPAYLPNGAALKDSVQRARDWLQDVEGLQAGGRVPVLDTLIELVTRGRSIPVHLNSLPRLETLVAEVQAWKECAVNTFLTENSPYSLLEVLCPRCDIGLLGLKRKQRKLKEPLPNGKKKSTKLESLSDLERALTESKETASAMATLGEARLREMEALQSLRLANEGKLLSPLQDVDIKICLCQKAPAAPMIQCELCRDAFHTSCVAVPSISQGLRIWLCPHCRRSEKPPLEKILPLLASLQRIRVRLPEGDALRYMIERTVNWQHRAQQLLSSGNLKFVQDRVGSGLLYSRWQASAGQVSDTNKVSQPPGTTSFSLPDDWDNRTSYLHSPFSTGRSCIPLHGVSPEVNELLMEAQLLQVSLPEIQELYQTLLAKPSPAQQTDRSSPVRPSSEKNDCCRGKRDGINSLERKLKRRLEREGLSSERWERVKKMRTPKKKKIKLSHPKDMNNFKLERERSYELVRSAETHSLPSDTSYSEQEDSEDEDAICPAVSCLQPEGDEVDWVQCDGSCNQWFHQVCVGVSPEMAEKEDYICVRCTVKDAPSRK
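Measured: NADH fluorescence change, 30 min, RT. System: KDM5BΔAP 200 nM final, H3K4me3 peptide, α-KG, Fe(II), ascorbate, NAD⁺ plus FDH, pH 7.5 HEPES. Compounds: titrated, 10 min pre-incubation with enzyme.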
Active calls of the source: *; i = inactive; u = inconclusive; & = joins results of further samples; [ ] = another dose, or the depositor's remark. Potency means the concentration at half of the fitted maximal effect. Some of the compounds tested; rates above refer to the full screens.

| SMILES | KDM5B inh |
| --- | --- |
| Cc1cc(C)cc(C(=O)OCCN(C)C2CN(Cc3cn(Cc4ccc([N+](=O)[O-])cc4)nn3)S(=O)(=O)C2)c1 (stereo not given) | 22% |
| CN(Cc1ccccn1)C1CCc2ccccc21 (stereo not given) | -27%[115 µM] |
| CCOC(=O)C1=C(c2ccccc2)NC(=S)NC1c1ccccc1 (stereo not given) | -12% |
| COc1ccc(-n2nc3cc(C)c(NC(=O)c4ccc(C)cc4C)cc3n2)cc1Cl | u |
| O=C(NCCc1ccc(Cl)cc1)Nc1ccc(Cl)cc1 | 27% |
| COc1ccc2oc(-c3cccc(NC(=O)c4cc([N+](=O)[O-])ccc4N4CCOCC4)c3)nc2c1 | u |
| O=C(Nc1ccc(Cl)cc1)NC1CCN(c2nc3ncccc3o2)CC1 | -5% |
| Cc1cccc(C)c1NC(=O)c1sc(-n2nc(C)c(Cl)c2C)nc1C | -2% |
| CCc1ccc(S(=O)(=O)c2nnn3c2nc(NCc2ccccc2)c2cc(Cl)ccc23)cc1 | -10% |
| Cc1cc(=O)n(CC(=O)Nc2ccccc2C)c(N2CCN(c3ccccc3)CC2)n1 | -14% |
| Cc1cc(=O)oc2cc(OCc3nc(-c4ccccc4)no3)ccc12 | u |
| CC(C)CCn1c(/C=C/c2ccccc2)nc2ccccc21 | u |
| CNC(=O)[C@@H](c1ccccc1F)N1CCC[C@H]1C(=O)NCc1ccncc1 | u |
| Cc1ccc2oc(C(=O)Nc3c(C(=O)Nc4ccccc4)oc4ccccc34)cc(=O)c2c1 | -4% |
| O=C1CCC2(CCN(C(=O)c3cnccn3)CC2)CN1CC1CCCO1 (stereo not given) | -10% |
| COc1ccc(C(=O)N2[C@@H]3CC[C@H]2CC(NC(=O)c2ccc(F)cc2)C3)c(OC)c1 (stereo not given in full) | -10% |
| CC(C(=O)Nc1ccc2c(c1)OCCO2)N(c1ccccc1)S(C)(=O)=O (stereo not given) | 2% |
| CN(C)C[C@@H]1CN(c2ccncn2)C[C@H]1NC(=O)Cc1c[nH]c2ccccc12 | -31% |
| Cc1cc(NC(=O)N2CCC(Oc3ncccc3C(=O)N(C)C)C2)ccc1Br (stereo not given) | 5% |
| Brc1cccc(CNc2nc3ccccc3n2CCN2CCCCC2)c1 | 11% |

4 entries already listed, sorted by the value under KDM5B inh, highest first:
| SMILES | KDM5B inh |
| --- | --- |
| O=C(NCCc1ccc(Cl)cc1)Nc1ccc(Cl)cc1 | 27% |
| Cc1cc(C)cc(C(=O)OCCN(C)C2CN(Cc3cn(Cc4ccc([N+](=O)[O-])cc4)nn3)S(=O)(=O)C2)c1 (stereo not given) | 22% |
| Brc1cccc(CNc2nc3ccccc3n2CCN2CCCCC2)c1 | 11% |
| CCc1ccc(S(=O)(=O)c2nnn3c2nc(NCc2ccccc2)c2cc(Cl)ccc23)cc1 | -10% |

Other entries
| SMILES | KDM5B inh |
| --- | --- |
| CCOc1cccc2cc(S(=O)(=O)c3ccccc3F)c(=O)oc12 | u |
| COc1cc(Cl)c(NC(=O)C2CCN(c3nccnc3Oc3ccc(C)cc3)CC2)c(OC)c1 | u |
| Cc1cccc(-c2nc3cnccn3c2NCCC(=O)NCc2ccc3c(c2)OCO3)c1 | 28µM* |
| COc1ccc(-n2nc(C3CCCN(C(=O)Nc4ccccc4)C3)[nH]c2=O)cc1 (stereo not given) | -23% |
| Cc1ccccc1NC(=O)Cn1c(=O)oc2cc(Br)ccc21 | -2% |
| Cc1ccc(CNC(=O)C2CCN(C(=O)N3CC(C)Oc4ccc(Cl)cc43)CC2)cc1 (stereo not given) | -9% |
| O=C(N[C@@H]1C[C@H](Cn2cc(CN3CCS(=O)(=O)CC3)nn2)[C@@H](O)[C@H]1O)c1cncnc1 | 14µM* |
| O=C(/C=C/c1cccc(Cl)c1Cl)c1ccc(OC(F)F)cc1 | 1% |
| O=c1ccsc2ccc3ccccc3c12 | -5% |
| Cc1ccc(C)c(N2CCN(c3ccc4cc(S(=O)(=O)N5CCC(C)CC5)ccc4n3)CC2)c1 | u |
| CCOC(=O)N1CCN(c2cc(C(=O)O)c3cc(NC(=O)C(C)C)ccc3n2)CC1 | u |
| O=C(Nc1cc2c(cc1C(=O)c1ccccc1Br)OCCO2)c1ccccc1 | -10% |
| CC(OC(=O)c1cc(-c2ccco2)nc2ccccc12)C(=O)NC(=O)NC1CCCCC1 (stereo not given) | u |
| CCCOc1cc(C)c2c(c1C)C[C@H](C(C)C(=O)NCc1ccc(OC)cc1)CC2 (stereo not given in full) | 23%[86.2 µM] |
| CC1=C(C(=O)NC2CC(=O)N(Cc3cccc4ccccc34)C2)OCCO1 (stereo not given) | 3% |
| C=CCn1cc2c3c(cccc31)[C@H](CC(C)C)N[C@H](C(=O)NCc1ccccc1OC)C2 | u |
| CC(=O)OCc1cnc(C)c2oc(=O)c(-c3nc(-c4ccccc4)no3)cc12 | 3% |
| Cc1cnn(C2(C(=O)O)CCN(C(=O)c3cnn4cccnc34)CC2)c1 | u |
| Cc1sc2cc(C(=O)N(C)C)[nH]c2c1CN1CCCCC1 | -16% |
| NC(=O)c1c(NC(=O)CS(=O)(=O)c2ccc(Cl)cc2)sc2c1CCCCC2 | -29% |

A different layout for some results above.
KDM5B inh	SMILES
-9%	Cc1ccc(CNC(=O)C2CCN(C(=O)N3CC(C)Oc4ccc(Cl)cc43)CC2)cc1 (stereo not given)
14µM*	O=C(N[C@@H]1C[C@H](Cn2cc(CN3CCS(=O)(=O)CC3)nn2)[C@@H](O)[C@H]1O)c1cncnc1

The list goes on:
| SMILES | KDM5B inh |
| --- | --- |
| CN1CC2(CCCN(CC3CC3)C2)c2cc(C(=O)NCCc3ccccn3)ccc21 (stereo not given) | 40µM* |
| COC(=O)c1ccc(Cn2cnc3nc4c(cc3c2=O)CCCC4)cc1 | 15% |
| O=C1NC(=NC2CCCCC2)C2(CCN([S+](=O)([O-])c3ccccc3)C2)N1c1cccnc1 (stereo not given) | 5%[115 µM] |
| O=C(CCc1c[nH]c2ccccc12)NC1CCN(c2ccc(=O)[nH]n2)CC1 | -26% |
| O=C(NCCCn1ccnn1)C1CCCN(C2CCCC2)C1 (stereo not given) | -29% |
| CCOc1ccc(NC(=O)CSC2=C(C#N)C(c3ccc(Cl)cc3)C3=C(CCCC3=O)N2)cc1 (stereo not given) | -29% |
| CCCNC(=O)N1CCCOCCNC(=O)[C@@H]2CCC[C@@H]21 | 3% |
| Cc1ccc(-n2c(C)nnc2SCC(=O)Nc2c(C#N)c(C)c(C)n2Cc2ccccc2)cc1 | -6% |
| CC1(C)[C@H](Cc2cc(CCO)on2)C[C@@H]1NC1CCOCC1 | 11%[86.2 µM] |
| CCc1ccc(S(=O)(=O)N2C[C@@H](F)C[C@H]2C(=O)N2CCc3ccccc3C2)cc1 | 7% |
| COc1cc(CC2CC(c3cccc(Cl)c3)=NO2)c(OC)c2c1OCO2 (stereo not given) | -4% |
| O=C1CC2(CCN(Cc3ccc(F)cc3)CC2)Oc2ccccc2N1 | -11% |
| Cc1cc(F)ccc1OC1CN([S+](=O)([O-])CCC(F)(F)F)C1 | 4% |
| C=CCCC(CN1CCSCC1)Oc1cc(CC)nc(C)n1 (stereo not given) | -19% |
| Cn1cc(C(=O)NCC(=O)N2CCCCCCNC(=O)CC2c2ccccc2)cn1 (stereo not given) | -15% |
| COc1ccc(C(=O)N2CCC3(CC2)CC(c2nc(C)no2)N(C)C3)cn1 (stereo not given) | -32% |
| CCOc1ccccc1NC(=O)CCc1c(C)nc2c(c(C)nn2-c2ccccc2)c1C | -22% |
| COc1ccc(CN2CCNC(=O)C2CC(=O)N(C)Cc2nccs2)cc1OC (stereo not given) | -19% |
| CC(=O)c1cccc(NC(=O)CCc2c(C)nc3c(c(C)nn3-c3ccccc3)c2C)c1 | u |
| CC(C(=O)Nc1ccccc1Cl)n1nc(-c2ccccc2)ccc1=O (stereo not given) | 17% |

(list continues)
compound | KDM5B inh
CCNC(=O)CC1=CSC2=NC(C)=C(C(=O)OCC)C(c3cccc([N+](=O)[O-])c3)N12 (stereo not given) | -18%
O=C(O)Cc1cccc2cccnc12 | 19%
Cc1ccc(C)c(CN2CC[C@@H]3CN(S(C)(=O)=O)[C@@H]3C2)c1 | u
N#Cc1ccccc1Oc1ccc(OCc2ccccc2)cc1 | -18%
CCn1c(SCc2ccc(F)cc2Cl)nc(=O)c2c(C(=O)OC)cc(C3CC3)nc21 | -25%
O=C1CCN(S(=O)(=O)c2ccccc2)CCCN(C(=O)c2cc3ccccc3[nH]2)CCN1 | u
O=S(=O)(NCc1ccc(Cl)cc1)c1ccc2[nH]c3c(c2c1)CCCC3 | u
CCCCNC(=S)Nc1cccc(C(F)(F)F)c1 | -14%
O=C(NCCCc1nc2ccccc2n1Cc1c(F)cccc1Cl)C1CCCCC1 | -11%
COc1ccc(NC(=O)c2cc3ccccc3[nH]2)cc1 | 9%
Cn1ccnc1SCC(=O)c1ccc(F)cc1 | 16%
Cc1ccc(S(=O)(=O)NC[C@H]2OC[C@@H](NCc3ccc(S(C)(=O)=O)cc3)[C@@H]2O)cc1 | -17%
Cc1cccnc1C(C)NC(=O)C1(Oc2ccc(Cl)cc2)CCNCC1 (stereo not given) | 22%
O=C(OCc1cc(=O)n2nc(-c3cccs3)sc2n1)c1ccc(F)cc1 | 0%
CSCC(=O)N[C@H]1CCN2C(=O)c3ccccc3NC(=O)[C@H]12 | 13%[86.2 µM]

Four entries from above, field by field.
O=C(NCCCc1nc2ccccc2n1Cc1c(F)cccc1Cl)C1CCCCC1
  KDM5B inh: -11%
O=C1CCN(S(=O)(=O)c2ccccc2)CCCN(C(=O)c2cc3ccccc3[nH]2)CCN1
  KDM5B inh: u
CCNC(=O)CC1=CSC2=NC(C)=C(C(=O)OCC)C(c3cccc([N+](=O)[O-])c3)N12 (stereo not given)
  KDM5B inh: -18%
Cc1cccc(-c2nc3cnccn3c2NCCC(=O)NCc2ccc3c(c2)OCO3)c1
  KDM5B inh: 28µM*

Further structures follow.
compound | KDM5B inh
CC(C)(C)c1ccc(C(=O)Nc2sc3c(c2C#N)CCC(C(C)(C)C)C3)cc1 (stereo not given) | -15%
CC(=O)c1ccc(OCc2cccc3ccccc23)cc1 | 8%
CC(C)CC(=O)N1CCOc2ccc(CN3CCc4ccccc4C3)cc2C1 | u
CN(C(=O)CCc1ncc(-c2ccccc2)o1)C1CCS(=O)(=O)C1 (stereo not given) | 16%
O=C(c1ccc2cc[nH]c2c1)N1CCC2(CCCCO2)CC1 | -16%
Cc1ccc(NC(=O)c2c(NC(=O)Cc3ccccc3)sc3c2CCCC3)cc1 | u
COc1ccc(C(=O)NC2(C(F)(F)F)C(=O)NC(C)=C2C#N)cc1OC (stereo not given) | 6%&-16%
COc1ccc(CCNC(=O)C(=O)NCC(c2cccs2)S(=O)(=O)c2ccc(C)cc2)cc1 (stereo not given) | -7%
Cn1c(=O)c2c(ncn2CCOc2ccc(Br)cc2)n(C)c1=O | 26%
CN(C)S(=O)(=O)c1ccc2c(c1)N(CC(=O)NCc1ccccc1)C(=O)C1CCCCN21 (stereo not given) | -24%
COc1cc(CCC(=O)N2CCN(c3ccc([N+](=O)[O-])cc3)CC2)cc(OC)c1OC | 17%
Cc1ccc(Cl)cc1NC(=O)CC1SCCNC1=O (stereo not given) | 7%
Cc1ccc(C)c(N2CCN(c3cnn(-c4nc5ccccc5s4)c(=O)c3Cl)CC2)c1 | 8%
CCN1c2cc(C(=O)N3CCCC3)ccc2C(=O)N2CCCCCC21 (stereo not given) | u
COc1ccc(OC)c(-c2nc(Nc3ccccc3C)sc2CC(=O)O)c1 | u
CCCS(=O)(=O)N1CCC(Cc2nncn2-c2ccccc2)CC1 | -22%
Cc1ccc2nc(-c3ccc(C)c(C)c3)cc(C(=O)O)c2c1 | i
Fc1ccc(NC(=S)N(Cc2ccccc2)Cc2ccccc2)cc1 | -12%
COC(=O)NCCC(c1ccccc1)c1ccccc1 | 1%
CCc1c(C)sc(NC(=O)/C=C/c2c(F)cccc2Cl)c1C#N | 10%
CCOc1cc2ccccc2cc1C(=O)N1CCN(CC(=O)Nc2cccc(F)c2)CC1 | -27%
O=C(NC1CCCCCC1)c1cc2n(n1)CC(c1ccc(Cl)cc1)OC2 (stereo not given) | -12%
O=C(O)CCc1ccc(Cl)cc1Cl | 6%
CC(OC(=O)c1ccc(O)cc1)C(N)=O (stereo not given) | -11%
C=CCS(=O)(=O)N1CCCC(CCc2c(F)cccc2F)C1 (stereo not given) | -2%
O=C(O)CCC(=O)N1CCN(c2ncccc2C(F)(F)F)CC1 | 0%
Cc1ccc(-n2nc(-c3noc(C(=O)N4CCC(c5ccccc5)C4)n3)c(=O)n(C)c2=O)cc1 (stereo not given) | u
Cc1nnc(SCc2ccccc2Cl)c2cc3sccc3n12 | -29%
COc1cccc(NC(=O)c2cc3c(=O)n(C)c4ccccc4c3n2C)c1 | 31%[activator]
O=C(c1ccoc1)N1CCCCCC1CN1CCOCC1 (stereo not given) | -19%
CCN1CCN(c2cc(C)c3cc(NC(=O)/C=C/c4ccc(C)cc4)ccc3n2)CC1 | -28%
Cc1ccc(Nc2nc(NCc3ccc4c(c3)OCO4)nc3nccnc23)c(C)c1 | 12%
CN1CCN(C(CNC(=O)C(=O)Nc2ccc(F)cc2F)c2ccc3c(c2)OCO3)CC1 (stereo not given) | -13%
Cc1nn(C)c(C)c1CCC(=O)N1C[C@@H](CO)[C@H](c2ccccn2)C1 | -10%
Cc1ccc(NC(=O)CN(C)S(=O)(=O)c2ccc3c(c2)CCC(=O)N3)c(C)c1 | -3%
O=C(NC1CC1)[C@@H]1C[C@H](Oc2ccccc2)CN1C(=O)c1cc2ccccc2[nH]1 | u
CSCCC(=O)Nc1ccc2c(c1)CCC2 | 12%
Cc1c(C(=O)Nc2ccc3c(c2)C(=O)OC3)nnn1-c1ccc(Br)cc1 | 17%
Cn1cnc(S(=O)(=O)N2CC[C@@H]3C(=O)NCCCCCCN(Cc4ccncc4)[C@@H]3C2)c1 | -6%
COc1cccc(CCC(=O)NCc2nnc3c(-c4nc(C5CC5)no4)cccn23)c1 | u
